BioA inh: inhibitors of Mycobacterium tuberculosis BioA enzyme; inhibition, % at 9.99 µM; 360,000 tested, 0.096% active; purified M. tuberculosis BioA enzyme, plate reader; AID 602481; in the data active = inhibition above about 40%; inconclusive = no clear call, values can overlap the other calls
FadD28 binding: blocks FadD28 binding to the bisubstrate probe; fluorescence polarization; inhibition, % at 12.5 µM; 360,000 tested, 0.22% active; in the data active = inhibition above about 8.5%, passing the limit was not always enough; inconclusive = no clear call, values can overlap the other calls
UGM FP inh: Mtb UDP-galactopyranose mutase inhibition. P9WIQ1. purified UGM, fluorescence polarization probe displacement. inhibition, % at 10 µM. 320,000 tested, 0.06% active. AID 504406; in the data active = inhibition above about 10%, passing the limit was not always enough; inconclusive = no clear call, values can overlap the other calls
Target sequence (P9WIQ1 whole entry, looked up): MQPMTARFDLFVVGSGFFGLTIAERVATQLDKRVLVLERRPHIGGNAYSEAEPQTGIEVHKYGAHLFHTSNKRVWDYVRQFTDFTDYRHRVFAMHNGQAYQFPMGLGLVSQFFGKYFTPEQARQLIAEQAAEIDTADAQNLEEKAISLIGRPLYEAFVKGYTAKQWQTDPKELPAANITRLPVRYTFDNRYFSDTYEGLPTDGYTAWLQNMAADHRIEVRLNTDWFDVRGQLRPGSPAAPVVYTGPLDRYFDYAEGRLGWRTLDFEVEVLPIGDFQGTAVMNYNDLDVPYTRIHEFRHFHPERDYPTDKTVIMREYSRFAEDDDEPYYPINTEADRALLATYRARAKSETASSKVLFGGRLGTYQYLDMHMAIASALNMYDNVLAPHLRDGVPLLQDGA
BoNT F protease: blocks Botulinum neurotoxin F light chain protease; inhibition, % at 10 µM; AID 588497; 360,000 tested, 0.22% active; Multiplex microsphere protease cleavage assay, flow cytometry; in the data active = inhibition above about 35%, passing the limit was not always enough; inconclusive = no clear call, values can overlap the other calls; also: plate controls were buffer without enzyme for full effect and enzyme alone for no effect
Mtb FBA inh: Mtb fructose-bisphosphate aldolase inhibition. inhibition, % at 1 µM. P9WQA3. 360,000 tested, 2.3% active. purified M. tuberculosis FBA, fluorescence read-out. AID 588726; in the data active = inhibition above about 27%;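 also: 0% = vehicle and 100% = reference inhibitor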
Target sequence (P9WQA3 whole entry, looked up): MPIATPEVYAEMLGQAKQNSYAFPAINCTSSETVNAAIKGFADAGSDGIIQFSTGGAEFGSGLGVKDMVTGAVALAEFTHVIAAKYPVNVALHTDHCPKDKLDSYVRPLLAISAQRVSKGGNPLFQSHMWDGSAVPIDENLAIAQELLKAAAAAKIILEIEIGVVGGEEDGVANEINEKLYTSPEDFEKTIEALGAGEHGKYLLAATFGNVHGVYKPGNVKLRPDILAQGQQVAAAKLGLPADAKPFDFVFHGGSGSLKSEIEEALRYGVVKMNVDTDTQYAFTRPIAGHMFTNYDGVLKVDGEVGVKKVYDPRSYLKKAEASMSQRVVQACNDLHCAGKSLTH
GDH-TPI inh: GDH-TPI coupled enzyme inhibition counter-screen | GDH-TPI coupled enzyme counterscreen, NADH absorbance | inhibition, % at 4.8 µM | 360,000 tested, 1.2% active | AID 588335;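 also: 0% = DMSO wells and 100% = wells lacking the enzyme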
BoNT-A LC inh2: blocks Botulinum neurotoxin A light chain protease. 360,000 tested, 0.17% active. multiplex microsphere protease substrate cleavage, flow cytometry. inhibition, % at 10 µM. AID 588499; in the data active = inhibition above about 30%; inconclusive = no clear call, values can overlap the other calls; also: plate controls were buffer without enzyme for full effect and enzyme alone for no effect
PrPC surface inh: inhibitors of human cell surface prion protein PrPC; P04156; TR-FRET read-out; inhibition, % at 13.8 µM; 370,000 tested, 0.43% active; AID 720596; in the data active = inhibition above about 24%; also: 0% = median of the test wells and 100% = reference compound wells
CCHFV vOTU inh: CCHFV vOTU protease inhibition. Pep-AMC fluorescence. inhibition, % at 11.5 µM. 370,000 tested, 0.55% active. AID 651958; also: 0% = vehicle wells with enzyme and 100% = no enzyme wells
* hit, by the source's call; ? = inconclusive; / = no result given; + = active, no number. Rule as the data show it, unless noted: active = inhibition above about 30%; inactive = the rest.

SMILES	BioA inh	FadD28 binding	UGM FP inh	BoNT F protease	Mtb FBA inh	GDH-TPI inh	BoNT-A LC inh2	PrPC surface inh	CCHFV vOTU inh
CSc1ccc(S(=O)(=O)N2CCC(C(=O)Nc3cccnc3)CC2)cc1	71*	-1.2	-1.1	-2	-2	6	-0.6	4	16
COc1ccc(NS(=O)(=O)c2cc3c4c(c2)CCN4C(=O)CC3)cc1OC	/	-2.6	1.4	16	2	0	3.7	/	/
c1ccc(-c2ccccc2OCCOCCN2CCc3ccccc3C2)cc1	/	-2.5	5.9	-12	11	-3	-0.6	1	6
COc1cc(/C=C(\C#N)C(=O)Nc2cccnc2)ccc1OC(C)C	/	-3.4	-1.9	-1	-4	30	0.0	3	1
CCOC(=O)c1[nH]c(C)c(C(=O)OCC(=O)N2CCc3ccccc32)c1C	/	-0.7	-0.3	-8	2	3	-0.2	-5	-14
O=S1(=O)N=C(N(CCO)/N=C/c2ccccc2F)c2ccccc21	/	0.0	4.2	75*	3	25	10	-12	3
COc1ccc(OC)c(/C=N/NC(=O)CN2CCSCC2)c1	4.4	-1.1	1.0	-20	85*	16	-2.3	5	-105
O=[N+]([O-])c1ccc(Cl)c(/C=N/N2CCN(Cc3ccccc3)CC2)c1	-1.6	-1.5	0.9	1	-1	9	0.6	-14	1
O=C(NCCc1c[nH]c2ccccc12)C(=O)NCC(c1ccco1)N1CCN(c2ccc(F)cc2)CC1 (stereo not drawn)	/	0.0	/	3	-1	7	0.6	3	6
Cc1ccccc1NS(=O)(=O)c1cc2c(cc1C)N(C)CCO2	-0.7	-3.2	-1.8	0	-2	4	-0.5	-4	5
COc1ccc([N+](=O)[O-])cc1NC(=O)CCCOc1ccccc1	-0.5	-2.6	1.3	2	-5	2	-1.0	-14	1
Cc1ccc(NC2CCCN(C(=O)CCC(=O)c3ccccc3)C2)cc1C (stereo not drawn)	3.8	-1.7	/	-2	-2	0	1.4	7	4
Cc1c(C(=O)O)oc2ccc(S(=O)(=O)N3CCCCC3C(=O)O)cc12 (stereo not drawn)	0.1	-0.4	1.1	-7	1	9	-0.7	-6	4
COc1ccc(Cl)cc1NC(=O)CSc1nc(N2CCOCC2)nc(N2CCOCC2)n1	0.1	-3.0	-0.6	-2	-2	-8	-1.7	0	-5
COCCOC(=O)c1c(C)nc(SCC(=O)Nc2cccc3ccccc23)c(C#N)c1-c1ccco1	-1.3	1.8	-1.9	12	4	10	-0.2	2	0
CC(=O)Nc1ccc(NC(=O)CCC(=O)OCC(=O)c2ccc(F)cc2)cc1	-1.7	-1.7	0.2	-2	4	7	-1.8	-1	-13
S=C(Nc1ccccc1)Nc1ccc(Cl)cn1	/	-2.8	-2.1	-4	-2	3	0.0	/	/
O=c1[nH][nH]c2c1[C@@H](c1ccc(F)cc1)O[C@H](CCc1ccccc1)C2	/	/	/	-11	/	/	1.6	11	10
FC(F)(F)c1cccc(Nc2ncnc3ccccc23)c1	-0.4	0.4	-2.0	6	2	3	0.9	2	15
O=[N+]([O-])c1cccc(-c2nc(-c3cccs3)c(-c3cccs3)[nH]2)c1	-0.8	-2.7	0.8	5	0	17	-0.4	-5	16
CC(C)C1/C(=N/O)CC(c2ccccc2)NC1c1ccccc1 (stereo not drawn)	-0.3	-2.2	0.2	30	1	0	-0.8	-3	-11
CN(c1ccccc1)S(=O)(=O)c1cccc(NC(=O)CCNC(=O)c2ccccc2)c1	0.4	/	-3.9	3	-1	-2	1.8	2	10
CN(CC(=O)Nc1ccc(Cl)c(C(F)(F)F)c1)C(=O)C1CCC1	1.0	-4.2	-1.8	/	-2	0	/	-2	-6
CCOC(=O)CCSc1nc(C)c2cc(C)c(C)cc2n1	-6.1	-1.5	-0.2	5	2	-3	0.6	6	10
CC1CC(C)CN(C(=O)CSc2nnc3ccccn23)C1 (stereo not drawn)	0.3	-2.0	0.0	6	12	-1	3.2	1	-12
CCCCNS(=O)(=O)c1ccc(NC(=O)C(Sc2ccccc2)c2ccccc2)cc1 (stereo not drawn)	-1.2	-2.4	-1.3	-8	-2	10	-0.2	8	5
Cc1ccc(-c2c3c(nc4sc(C(N)=O)c(N)c24)CCCC3)o1	12	-0.3	-0.8	0	1	11	3.6	-6	7
CCOc1cc(/C=N/NS(=O)(=O)c2ccccc2)ccc1OS(=O)(=O)c1ccc(C)cc1	2.4	1.1	-1.0	8	2	5	-0.1	-1	15
O=C(O)c1ccccc1SCc1cn2cc(Br)ccc2n1	/	-0.7	5.7	0	1	-3	-0.2	23	-2
CCCCOC(=O)C(C#N)c1nc2ccccc2nc1N1CCN(Cc2ccc3c(c2)OCO3)CC1 (stereo not drawn)	0.3	-1.4	-0.9	22	0	7	7.7	-1	2
COc1cc(CC(=O)Nc2cc(S(C)(=O)=O)ccc2Cl)cc(OC)c1OC	-0.9	-0.4	-1.3	-7	0	4	-0.7	10	-3
COc1cc(OC)cc(C(=O)NC2CC(C)(C)NC(C)(C)C2)c1	-2.0	-1.1	4.8	/	+	14	/	7	-10
COc1ccc(NS(=O)(=O)c2ccc(N3CCOCC3)c(N)c2)cc1	1.6	-3.1	-1.6	-6	0	-9	-0.7	15	3
COc1cccc(NC(=O)[C@H](CC(C)C)NC(=O)N2CCn3c2nc2ccccc23)c1	0.4	-3.9	1.7	-2	0	-6	-0.8	-4	13
c1cnc(-c2noc(CN3CCN(C4C5CC6CC(C5)CC4C6)CC3)n2)cn1 (stereo not drawn)	/	-2.1	3.3	1	3	7	-0.8	4	4
COc1c(C)cc(Br)cc1C(=O)Nc1ccc(S(N)(=O)=O)cc1	/	-2.7	1.3	-2	2	2	-0.8	-2	4
COc1ccc(N2CCN(CC(=O)Nc3c(C)cc(C)cc3C)CC2)cc1	-1.4	-1.1	0.9	-2	-2	-3	-1.9	0	-1
COc1ccc(C(=O)COC(=O)c2cccs2)cc1	-0.3	1.6	3.0	/	7	6	/	8	6
CC1Oc2ccccc2N(CC(=O)c2ccccc2)C1=O (stereo not drawn)	0.3	-0.8	4.1	-2	-2	7	0.6	/	/
Cc1ccc(Nc2c(-c3cccnc3)nc3ccc(Br)cn23)cc1	/	-0.9	0.5	-7	-2	3	-1.4	0	-8
O=C(NCCO)C1CCN(C(=O)c2ccc(-c3ccccc3)cc2)CC1	/	-1.4	0.9	-2	3	-2	-0.3	3	-6
CC1CCCCC1NCC(=O)Nc1ccccc1C(=O)Nc1ccccc1 (stereo not drawn)	3.3	-0.2	-5.0	-3	0	11	-0.4	-14	8
CC(C)(C)NC(=O)C1CC(=O)OC12CCCCC2 (stereo not drawn)	-1.9	-1.8	-1.7	-2	-3	-11	0.0	-9	15
COc1ccc(S(=O)(=O)N2CCC(C(=O)N3CCCC3)CC2)cc1	0.7	-4.8	-1.8	-7	0	-2	-0.1	-8	4
COc1ccc(Nc2c(C3CC3)nc3nc(C)cc(C)n23)cc1	/	/	/	2	/	/	2.2	5	4
CN(Cc1cccs1)C(=O)c1ccc(S(=O)(=O)NCc2ccco2)cc1	/	-0.1	-1.1	-2	3	2	0.0	-6	10
CCn1c(SCc2ccccc2)nc2cc(S(N)(=O)=O)ccc21	4.7	-7.0	9.5	-2	-4	-9	-0.5	11	-9
Cc1ccc(/C(O)=C/C(=O)C(=O)NC23CC4CC(CC(C4)C2)C3)cc1	-0.5	-4.0	2.1	?	-1	6	-3.6	1	4

In the list so far, three contain a cyano group.
SMILES	BioA inh	FadD28 binding	UGM FP inh	BoNT F protease	Mtb FBA inh	GDH-TPI inh	BoNT-A LC inh2	PrPC surface inh	CCHFV vOTU inh
COc1cc(/C=C(\C#N)C(=O)Nc2cccnc2)ccc1OC(C)C	/	-3.4	-1.9	-1	-4	30	0.0	3	1
COCCOC(=O)c1c(C)nc(SCC(=O)Nc2cccc3ccccc23)c(C#N)c1-c1ccco1	-1.3	1.8	-1.9	12	4	10	-0.2	2	0
CCCCOC(=O)C(C#N)c1nc2ccccc2nc1N1CCN(Cc2ccc3c(c2)OCO3)CC1 (stereo not drawn)	0.3	-1.4	-0.9	22	0	7	7.7	-1	2

Other compounds follow:
SMILES	BioA inh	FadD28 binding	UGM FP inh	BoNT F protease	Mtb FBA inh	GDH-TPI inh	BoNT-A LC inh2	PrPC surface inh	CCHFV vOTU inh
CCOC(=O)CC1C(=O)NCCN1C(=O)c1c(Cl)cccc1Cl (stereo not drawn)	-0.8	-3.6	-0.2	12	-2	-4	0.6	5	-10
Nc1ccc(SCCN2C(=O)c3ccccc3C2=O)cc1	/	-3.0	0.0	-1	-1	-3	-0.5	-7	-2
O=C(CCc1ccccc1)OCC(=O)c1cccc([N+](=O)[O-])c1	/	0.5	-1.2	1	0	4	1.3	-7	5
CCOCC(=O)Nc1c(C(=O)Nc2ccc(OC)cc2OC)oc2ccccc12	-0.5	-2.9	4.5	-1	-1	13	?	-1	-2
Cc1nc2ccccn2c(=O)c1NC(=O)c1ccco1	0.1	-1.6	/	4	-4	16	0.3	-5	5
CCOC(=O)C[C@H]1c2cc(C(F)(F)F)ccc2S(=O)(=O)N1Cc1ccccc1	-0.1	-2.6	0.3	-7	-3	-13	-0.1	3	5
CC(C)c1ccc(NC(=O)Cn2ncc3ccccc32)cc1	-1.6	0.2	0.2	3	5	5	-0.9	7	0
CC1(C(=O)Nc2ccc3ccccc3c2)CCC(=O)N1CCCn1ccnc1 (stereo not drawn)	33	-1.0	/	-1	1	/	0.0	-8	-1
CC(C)c1ccc(NC(=O)CN2C(=O)NC(C)(C3CC3)C2=O)cc1 (stereo not drawn)	-0.6	0.0	1.4	/	3	1	/	-2	-6
Cc1ccc(CN2CC(C(=O)Nc3ccccc3N3CCCC3)CC2=O)cc1 (stereo not drawn)	0.2	1.4	3.0	4	1	9	2.5	-8	8
CCCSc1ncccc1C(=O)O	-1.4	-2.4	0.3	-7	0	-5	-0.4	0	-10
O=C(CSc1nnc(-c2cccs2)n1-c1ccccc1)Nc1ccccc1	/	-0.2	0.2	0	1	-3	-0.8	1	4
Cc1cc(N2CCOCC2)nc(C(C)C)n1	-0.9	-2.8	1.1	-4	7	1	-1.7	-1	-4
Cc1ccc(CSCC(=O)Nc2ccccc2F)cc1	1.1	-4.5	2.7	-7	1	-1	-0.4	-3	-6
O=C(Cn1c2c(sc1=O)C1c3ccccc3OCC1CS2)Nc1ccc(Cl)c(Cl)c1 (stereo not drawn)	/	2.0	-3.6	8	-3	8	1.4	6	-3
O=C(CN(c1ccc(F)cc1)S(=O)(=O)c1ccccc1)N1CCOCC1	0.2	-2.2	4.7	-2	4	0	-2.1	6	5
CCC(=O)Nc1cc(C)c(OC)c(C)c1	/	-1.2	1.0	-2	-3	3	-0.2	7	5
O=C(NCCc1ccco1)C(=O)NCCC1CCCCN1S(=O)(=O)c1ccccc1 (stereo not drawn)	0.8	-2.1	-1.5	-12	8	10	-3.9	7	4
O=C(NCc1ccc(Cl)s1)C1CCC(=O)N(CCc2cccc(F)c2)C1 (stereo not drawn)	2.5	-0.5	-0.9	11	-1	-8	0.7	0	0
Cc1cccc(NC(=O)CNC(=O)CSc2nc(N)cc(N)n2)c1C	-1.2	-2.1	/	-1	3	1	0.3	-5	1
CC[C@H]1OC(=O)[C@H](C)[C@@H](O[C@H]2C[C@@](C)(OC)[C@@H](O)[C@H](C)O2)[C@H](C)[C@@H](O[C@@H]2O[C@H](C)C[C@H](N(C)C)[C@H]2O)[C@](C)(O)C[C@@H](C)CN(C)[C@H](C)[C@@H](O)[C@]1(C)O	-0.6	0.1	-1.5	1	1	10	-0.7	-3	2
O=C(CSc1ccc2nnc(-c3cccnc3)n2n1)NCc1ccc2c(c1)OCO2	-0.5	-2.8	-0.1	-9	-2	0	0.1	-9	6
O=C(NCc1ccco1)c1[nH]c(C(F)(F)F)nc1-c1ccccc1	0.3	-2.2	/	2	0	/	-0.5	-3	5
CC(=O)Nc1ccc(NC(=O)Cc2ccc(-c3ccccc3)cc2)cc1	2.8	-4.0	-1.7	-22	0	4	-4.9	8	-2
COc1ccc(CCNCC(=O)Nc2ccccc2C(F)(F)F)cc1	/	-1.0	-3.6	-5	-2	-1	-0.4	0	-1
C[C@@H](CO)NC(=O)[C@H]1O[C@@H](n2ccc(=O)[nH]c2=O)[C@H](O)[C@@H]1O	-1.8	-2.4	/	-8	-1	/	-0.1	1	0
